TRHR ag = qHTS for Small Molecule Agonists and Allosteric Enhancers of Human TRH Receptor: Primary Screen for Agonists; Thyrotropin-releasing hormone receptor (Homo sapiens), P34981; actives 0.18% (n = 360,000); activation, % at 2 µM; TRHR cells, calcium flux fluo-8, FDSS agonist mode; AID 493084, 2011; in the data active = activation above about 30%; note: 0% is about no effect
Target sequence (P34981 whole entry, looked up): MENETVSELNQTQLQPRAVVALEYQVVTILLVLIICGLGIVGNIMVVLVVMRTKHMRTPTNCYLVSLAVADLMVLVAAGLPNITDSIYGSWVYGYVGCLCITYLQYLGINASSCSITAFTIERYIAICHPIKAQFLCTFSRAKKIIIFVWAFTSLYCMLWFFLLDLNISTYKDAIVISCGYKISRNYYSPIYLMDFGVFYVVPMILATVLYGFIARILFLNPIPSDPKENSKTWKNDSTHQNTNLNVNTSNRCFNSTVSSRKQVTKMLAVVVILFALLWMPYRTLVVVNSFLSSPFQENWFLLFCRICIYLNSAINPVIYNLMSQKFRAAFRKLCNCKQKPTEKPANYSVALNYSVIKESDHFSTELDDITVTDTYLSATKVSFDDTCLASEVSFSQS
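TRHR-expressing cells loaded with fluo-8 calcium dye; 23 nL library compound pin-transferred, kinetic FDSS fluorescence (Ex 480/Em 530) recorded about 180 s for agonist-induced calcium release, before a 10 nM TRH EC20 addition for potentiator mode.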
POLK inh = qHTS for Inhibitors of Polymerase Kappa; Potency, µM (titrated, usually from 107 µM), inactives show at the highest dose activity, negative = inhibition, most hits filed as inhibitors; actives 0.53% (n = 400,000); DNA polymerase kappa (Homo sapiens), Q9UBT6; purified Pol kappa, fluorescent DNA synthesis assay, 10 min; note: potency is the fitted concentration of half-maximal effect; % is set by controls: 0 for no effect and ±100 for the full control effect
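Enzyme at 10 nM met test compounds for 15 min at room temperature. Substrate addition (50 nM final) began the reaction, which was monitored by fluorescence at 0 and 10 min.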
BLM helicase inh = qHTS Assay for Inhibitors of Bloom's syndrome helicase (BLM) | RecQ-like DNA helicase BLM (Homo sapiens), P54132 | recombinant BLM DNA unwinding, fluorescence dequenching | Potency, µM (doses to about 56.1 µM), for inactives: top-dose activity change, negative = inhibition, hits mostly inhibitors | actives 0.2% (n = 350,000) | AID 2528, 2010;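 note: potency is the fitted concentration of half-maximal effect; plate controls were vehicle for no effect and no enzyme for full effect; nearly all actives have a fitted effect of over 35% in size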
POLB inh = qHTS Assay for Inhibitors of DNA Polymerase Beta. Pol beta primer extension/strand displacement, fluorescence kinetic. Potency, µM (titrated, usually from 114 µM), for the others: at the top dose activity change, negative = inhibition, most hits filed as inhibitors. actives 1.3% (n = 340,000); note: potency is the fitted concentration of half-maximal effect; % is set by controls: 0 for no effect and ±100 for the full control effect
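Preincubation: enzyme (10 nM) with compound, 15 min, RT. Reaction: substrate added to 50 nM final. Reads: 0 and 10 min. Analysis: normalized, Hill fit.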
POLI inh = qHTS for Inhibitors of Polymerase Iota; AID 588590, 2011; DNA polymerase iota (Homo sapiens), Q9UNA4; Pol iota fluorescent replication assay, 10 min; actives 1% (n = 390,000); Potency, µM (top dose mostly 115 µM), for the others: at the top dose activity, negative = inhibition, hits mostly inhibitors; note: potency is the fitted concentration of half-maximal effect
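Fluorescent replication assay read twice, at 0 min and 10 min after adding 50 nM (final) substrate. Enzyme (10 nM) and compounds were first incubated 15 min at room temperature; enzyme-free buffer wells were negative controls.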
ERG-DNA inh = qHTS for Small Molecule Inhibitors of the ERG Ets/DNA interaction | Transcriptional regulator ERG (Homo sapiens), P11308 | actives 0.028% (n = 370,000) | Potency, µM (top dose mostly 76.9 µM), without a hit: at the top dose FP activity, negative = inhibition, usual class: inhibitors | fluorescence polarization, His-ERG Ets domain / labelled DNA | AID 624246, 2012; active = well fitted inhibition curve with a large enough effect in the polarisation, with a control signal flat; inconclusive = small, poorly fitted or top-dose-only effect, or effect the other way, or a change in a side signal; inactive = no such curve, though single readings can be large or run the other way; the % refers to the polarisation;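 note: polarization taken with two DNA probes labelled with fluorescein and Texas red; potency is the fitted concentration of half-maximal effect; % of control where 0% means no effect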
Target sequence (P11308 whole entry, looked up, the tested form may be a part): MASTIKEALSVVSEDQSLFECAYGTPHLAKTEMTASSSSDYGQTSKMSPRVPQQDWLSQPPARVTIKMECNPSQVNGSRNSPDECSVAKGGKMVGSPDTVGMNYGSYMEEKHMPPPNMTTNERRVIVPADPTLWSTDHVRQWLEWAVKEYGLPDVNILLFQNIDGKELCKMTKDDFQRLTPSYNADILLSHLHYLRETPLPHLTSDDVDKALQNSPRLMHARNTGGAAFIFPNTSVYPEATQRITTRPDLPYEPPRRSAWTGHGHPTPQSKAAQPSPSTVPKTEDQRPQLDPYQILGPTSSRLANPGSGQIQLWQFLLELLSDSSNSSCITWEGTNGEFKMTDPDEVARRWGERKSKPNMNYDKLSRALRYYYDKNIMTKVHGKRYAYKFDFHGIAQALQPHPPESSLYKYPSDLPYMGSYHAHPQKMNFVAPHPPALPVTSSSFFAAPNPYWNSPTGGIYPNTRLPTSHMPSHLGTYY
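His-tagged ERG Ets domain (1 uM in the protein solution; 300mM KCl, 50mM Tris-HCl, 1mM EDTA, 1mM DTT, pH 7.5) received compound, then a probe mix of 5 nM fluorescein-DNA and 100nM Texas-615-DNA. Fluorescence polarization was read for both dyes.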
Apoferritin bind = qHTS Assay for Identification of Novel General Anesthetics; AID 485281, 2010; apoferritin/1-aminoanthracene competitive binding, fluorescence; Potency, µM (series often up to 77.5 µM), without a hit: at the top dose activity change, negative = displacement, actives largely listed as inhibitors; actives 0.074% (n = 350,000); note: potency is the fitted concentration of half-maximal effect; % is set by controls: 0 for no effect and ±100 for the full control effect; nearly all actives have a fitted effect of over 20% in size
Target sequence (P02791 2-175 limits assumed): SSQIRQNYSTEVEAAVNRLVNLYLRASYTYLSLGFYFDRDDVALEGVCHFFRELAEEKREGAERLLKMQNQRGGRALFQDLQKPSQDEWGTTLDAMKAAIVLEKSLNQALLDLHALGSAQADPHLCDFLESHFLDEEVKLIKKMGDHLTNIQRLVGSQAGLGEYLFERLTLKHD
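Apoferritin-based anesthetic binding model; compound displacement of fluorescent 1-AMA measured as endpoint fluorescence after 10 minutes at room temperature, scaled to free-ligand and complex controls.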
APE1 inh = qHTS Assay for Inhibitors of the Human Apurinic/apyrimidinic Endonuclease 1 (APE1). Potency, µM (titrated, usually from 65.8 µM), for the others: top-dose activity change, negative = inhibition, usual class: inhibitors. DNA repair nuclease/redox regulator APEX1 (Homo sapiens), P27695. actives 0.35% (n = 350,000). recombinant APE1, TAMRA/BHQ-2 abasic DNA cleavage fluorescence;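 note: potency is the fitted concentration of half-maximal effect; plate controls were vehicle for no effect and reference inhibitor for full effect; nearly all actives have a fitted effect of over 55% in size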
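Endonuclease cleavage of a quenched abasic-site DNA duplex (50 nM) by APE1 (0.75 nM) was tracked by TAMRA dequenching. Compounds were preincubated with enzyme 15 min at room temperature; data normalized to buffer-only and DMSO wells plus NSC13755 control.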
ALOX12 inh = Primary qHTS assay for inhibitors of human arachidonate 12S-lipoxygenase (ALOX12): Round 2 | Potency, µM (doses to about 108 µM), for the others: at the highest dose activity change, negative = inhibition, actives largely listed as inhibitors | Polyunsaturated fatty acid lipoxygenase ALOX12 (Homo sapiens), P18054 | purified 12hLO, xylenol orange hydroperoxide absorbance | actives 1.1% (n = 580,000) | AID 1671190, 2021; note: potency is the fitted concentration of half-maximal effect; % is set by controls: 0 for no effect and ±100 for the full control effect
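Hydroperoxide product was detected by ferrous iron/xylenol orange as the 573 to 405 nm absorbance ratio. Arachidonic acid at 40 uM (final) was turned over for 30 min at room temperature by 150 nM human 12hLO, pH 7.0 Hepes buffer, after 15 min compound preincubation.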
An asterisk follows results filed as active; ? = inconclusive; · = not tested or not shown; [ ] = dose if it differs, or a comment. Unless noted, calls come from the whole dose curve; as a rule, active = well fitted curve in the direction sought with a large enough effect; inconclusive = small, poorly fitted or top-dose-only effect, or another doubt; inactive = no such curve, though single readings can be large; an effect the other way counts as inactive or inconclusive. Not all compounds are listed (hit frequency here may not be typical).

Every second line gives: TRHR ag | POLK inh | BLM helicase inh | POLB inh | POLI inh | ERG-DNA inh | Apoferritin bind | APE1 inh | ALOX12 inh
1: O=C(c1cccc(C(F)(F)F)c1)N1CCc2c([nH]c3ccccc23)C1C(F)(F)F (configuration not stated)
  0.8 | -9% | -19% | 0% | 46%[activator] | -6% | -7% | -5% | ?
2: CCOC(=O)c1c(S(=O)(=O)NCC(=O)Nc2ccccc2F)c(C)n(C)c1C
  -0.8 | 6% | -5% | 18% | 47%[activator] | 10% | 0% | 87%[activator] | 15%
3: CCN(CC)c1ccc(/C=N/NC(=O)c2ccoc2C)c(O)c1
  -0.3 | -4% | -6% | -1% | 6% | -1% | 70%[activator] | ? | 4%
4: Cc1ccc(S(=O)(=O)Nc2n[nH]nc2C(=O)NC2CCCCC2)cc1
  0.0 | -2% | -3% | 32% | 56%[activator] | 5% | -7% | 10% | -4%
5: O=c1c2ccccc2oc2ccc(NCCCn3ccnc3)cc12
  3.7 | -2% | -11% | 34% | -8% | 2% | -1% | -5% | 16%
6: O=C(CSc1nc(-c2ccccc2)cc(=O)[nH]1)Nc1ccccc1
  -1.4 | -4% | -3% | 11% | 39%[activator] | -1% | -5% | 12% | ?
7: COC(=O)CN1C(=O)CSc2ccc(S(=O)(=O)Nc3ccc(C)c(Cl)c3)cc21
  -0.4 | -18% | -3% | -1% | 29% | 7% | 1% | · | ?
8: COc1ccc(/C(N)=N/OC(=O)CCc2ccccc2)cc1
  -0.2 | -17% | -12% | -12% | -8% | -4% | 0% | -4% | 5%
9: CC1(C)CC(=O)C(C=NCC(N)=O)=C(O)C1
  -0.5 | 10% | -3% | 1% | 0% | 6% | -6% | -8% | 18%
10: Cc1ccc(-c2ccc(=O)[nH]n2)cc1
  -0.3 | -14% | -8% | 38% | 24% | 1% | -13% | 0% | 17%
11: Nc1ccc(O)c2c1C(=O)c1ccccc1C2=O
  -1.3 | 28µM* | 14µM* | 2.8µM* | 40µM* | -24% | -14% | 10% | ?
12: Cc1ccc(S(=O)(=O)N2CCC(C(=O)Nc3ccc(C(C)C)cc3)CC2)cc1
  -0.2 | -22% | · | · | -10% | -1% | · | -9% | -10%
13: CN(C(=O)CSc1nc2scc(-c3ccccc3)c2c(=O)[nH]1)c1ccccc1
  · | -2% | · | · | ? | 17% | · | -4% | -15%
14: COc1ccc(C(=O)Nc2cccnc2Sc2ccc(Cl)cc2)cc1
  0.4 | -11% | -23% | -5% | 117%[activator] | 19% | -11% | -6% | ?
15: O=C(Nc1ncc(Cc2cccc(Cl)c2Cl)s1)c1ccc([N+](=O)[O-])cc1
  · | -2% | -3% | ? | -8% | -3% | -15% | 3% | 0%
16: CC(C)C(C(=O)NC1CCCC1)N(CC1CCCO1)C(=O)CNS(=O)(=O)c1ccccc1 (configuration not stated)
  -1.4 | -12% | -2% | 25% | 3% | -5% | 3% | -1% | -4%
17: CCSc1nnc2nc3[nH]c4c(C)cccc4c3nn12
  0.4 | 10% | -2% | 13% | 32%[activator] | -17% | -12% | 17% | -2%
18: O=C(c1ccc(Cl)cc1)N1N=CCC1(O)c1ccc(Cl)cc1 (configuration not stated)
  0.8 | -13% | -16% | 1% | -3% | 0% | -11% | 9% | 0%
19: Cc1ccccc1C(=O)Nc1nnc(CC(=O)N/N=C/c2ccco2)s1
  -0.2 | -6% | -5% | 0% | 6% | 7% | -20% | -2% | 9%
20: CCCCOc1ccc(-c2c(C#N)c(N)nc(SCC(N)=O)c2C#N)cc1
  -0.2 | -6% | -13% | 3% | 6% | 2% | -15% | 9% | 306%[activator]
21: COc1ccc(C(=O)NC2CC(C)(C)Cc3c2cnn3-c2ccccc2C)o1 (configuration not stated)
  -0.6 | -2% | -2% | 2% | 24% | 10% | -14% | 15% | 11%
22: CCCc1cc(=O)n2[nH]c(NCc3ccc(OC)cc3)nc2n1
  0.1 | -5% | -5% | 9% | 69%[activator] | 0% | -3% | 18% | 12%
23: O=C(/C(=C/O)N=Nc1ccccc1Cl)c1ccccc1
  -0.1 | -8% | -6% | -4% | 130%[activator] | 5% | -16% | 26% | -7%
24: N#Cc1cc2c(=O)n3ccccc3nc2n(-c2ccccc2Cl)c1=O
  -0.9 | 5% | -2% | 22% | 16% | -16% | 255%[activator] | 1% | ?
25: Cc1c(CCOC(=O)C23CC4(C)CC(C)(CC(C)(C4)C2)C3)sc[n+]1CC(=O)c1ccccc1
  -0.3 | -7% | 5% | -19% | 76%[activator] | -3% | ? | -4% | ?
26: COCCn1c(C)cc(C(=O)COc2ccc(C)nc2[N+](=O)[O-])c1C
  -0.9 | -5% | -22% | ? | ? | -10% | -10% | -8% | -6%
27: CN(/N=C/c1cccnc1)c1cnc2ccccc2n1
  -0.3 | -1% | -11% | 2% | 116%[activator] | -21% | -7% | -2% | 0%
28: Cc1cccc(-n2c(C)cc(C(=O)C(=O)Nc3nncs3)c2C)c1
  -0.3 | -5% | -1% | -1% | 46%[activator] | 1% | -5% | · | -29%
29: Cn1c(N)c(C(=O)COC(=O)C2(c3ccccc3F)CCCC2)c(=O)n(C)c1=O
  0.2 | -10% | -5% | 8% | 13% | 3% | ? | -2% | 5%
30: Cc1cc(C)c2c(CC(=O)Nc3c(C(=O)Nc4ccc(Cl)cc4)oc4ccccc34)coc2c1
  0.6 | -3% | -1% | 17% | -25% | -7% | -8% | · | -15%

Reprinted from the part before: 5 compounds; new compounds follow.
Every second line gives: TRHR ag | POLK inh | BLM helicase inh | POLB inh | POLI inh | ERG-DNA inh | Apoferritin bind | APE1 inh | ALOX12 inh
26: COCCn1c(C)cc(C(=O)COc2ccc(C)nc2[N+](=O)[O-])c1C
  -0.9 | -5% | -22% | ? | ? | -10% | -10% | -8% | -6%
27: CN(/N=C/c1cccnc1)c1cnc2ccccc2n1
  -0.3 | -1% | -11% | 2% | 116%[activator] | -21% | -7% | -2% | 0%
28: Cc1cccc(-n2c(C)cc(C(=O)C(=O)Nc3nncs3)c2C)c1
  -0.3 | -5% | -1% | -1% | 46%[activator] | 1% | -5% | · | -29%
29: Cn1c(N)c(C(=O)COC(=O)C2(c3ccccc3F)CCCC2)c(=O)n(C)c1=O
  0.2 | -10% | -5% | 8% | 13% | 3% | ? | -2% | 5%
30: Cc1cc(C)c2c(CC(=O)Nc3c(C(=O)Nc4ccc(Cl)cc4)oc4ccccc34)coc2c1
  0.6 | -3% | -1% | 17% | -25% | -7% | -8% | · | -15%
31: COc1cc(C(=O)Nc2ccc(Br)cc2C(=O)c2cc(OC)c(OC)c(OC)c2)cc(OC)c1OC
  0.5 | -9% | -1% | 2% | 14% | 0% | -4% | -5% | 21%
32: NS(=O)(=O)c1ccc(CCNC(=O)COC(=O)c2ccc([N+](=O)[O-])o2)cc1
  · | -36% | · | · | 35µM* | -7% | · | -42% | ?
33: Clc1ccc(CNc2ncccn2)cc1
  -0.6 | -4% | -5% | 2% | 143%[activator] | 8% | -19% | 26% | 55%[activator]
34: Cc1cccc2cc(CN(Cc3ccccc3)C(=S)NCCCN(C)C)c(=O)[nH]c12
  1.2 | -3% | 1% | 10% | 45%[activator] | -3% | -10% | -5% | 3%
35: c1ccc(C(=C2CCCO2)c2ccccc2)cc1
  · | -10% | · | · | 9% | 28% | · | · | -20%
36: COc1ccc(C)cc1S(=O)(=O)N1CCCCCC1
  -0.4 | 3% | -1% | 6% | 24% | -7% | -2% | 6% | -11%
37: COc1ccccc1C(=O)Nc1ccccc1C(=O)NC1CCCCC1
  -0.5 | -15% | 1% | ? | 15% | -6% | -12% | 11% | 19%
38: COc1ccc(CCn2cc3c(c2-c2ccccc2Br)c(=O)n(C)c(=O)n3C)cc1OC
  -2.5 | 0% | 1% | 0% | 10% | 4% | -8% | · | 0%
39: CCN1CCN(Cc2c(O)ccc3c(C)c(-c4ccccc4)c(=O)oc23)CC1
  -0.5 | 2%[60.1 µM] | -2% | -14% | -2% | -5% | 631%[activator] | · | -5%
40: COc1cc(NC(=O)CCc2c(C)nc3cc(-c4ccccc4)nn3c2C)cc(OC)c1OC
  0.3 | 1% | -4% | 33% | 20% | 0% | -11% | · | -26%
41: C[C@H](CO)N1C[C@H](C)[C@H](CN(C)S(=O)(=O)c2ccccc2)Oc2c(NS(C)(=O)=O)cccc2C1=O
  · | 10% | · | · | -16% | 4% | · | -1% | ?
42: O=[N+]([O-])c1ccc(N/N=C/c2ccccc2)cc1
  3.5 | -8% | -8% | -18% | 50%[activator] | 2% | 1% | -4% | 47%[activator]

Shown as a hit in POLK inh, among the entries above:
# | SMILES | TRHR ag | POLK inh | BLM helicase inh | POLI inh | ERG-DNA inh | Apoferritin bind | ALOX12 inh
11 | Nc1ccc(O)c2c1C(=O)c1ccccc1C2=O | -1.3 | 28µM* | 14µM* | 40µM* | -24% | -14% | ?

Bioassay records (PubChem)
